# Mito fusion act = qHTS Assay for Small Molecule Inhibitors of Mitochondrial Division or Activators of Mitochondrial Fusion. S. cerevisiae fusion-defective mutant growth rescue, CellTiterGlo 48 h. Potency, µM (highest dose often 46.1 µM), inactives show top-dose growth rescue (activation), most hits filed as activators. hit rate 0.23% among 320,000;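 note: potency is the fitted concentration of half-maximal effect; % of control where 0% means no effect; nearly all actives have a fitted effect of over 45% in size; temperature-sensitive fusion mutants such as fzo1-1 at 37 °C on non-fermentable ethanol glycerol medium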
#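 Yeast fusion mutant, YPEG (non-fermentable carbon), compound, 48 h at 37C non-permissive; CellTiterGlo added, 10 min RT, luminescence read. Rescued growth = division inhibition.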
# TSHR antagonist = Antagonists of the Thyroid Stimulating Hormone Receptor: HTS campaign; TSHR-expressing cells, TSH-stimulated cAMP HTRF, 2 h; active compounds read low; Thyrotropin receptor (Homo sapiens), P16473; activity change, negative = inhibition, % at 11.5 µM; hit rate 0.2% among 330,000;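 active = activity change below a set negative limit, meaning inhibition stronger than a set level, cut at about -70% in these data; inconclusive = activity change between two set negative limits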; note: % is set by controls: 0 for no effect and ±100 for the full control effect
#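 Read-out is FRET at 665 nm (cryptate excitation 337 nm) from a cryptate-tagged anti-cAMP antibody, competed by cell cAMP against cAMP-d2. Compounds are tested on freshly harvested TSHR cells challenged with 4nM TSH (EC80) for 2 hours at 37 deg C.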
# TCR act = Activators of T cell receptors: qHTS campaign | primary human leukocytes, anti-CD3, IL-2 HTRF, 48 h | Potency, µM (top dose mostly 9.22 µM), for inactives: at the highest dose activation of IL-2 secretion, actives largely listed as activators | 330,000 tested, under 10 active | AID 504894, 2011; note: % of control where 0% means no effect
#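 Activity was scored as IL-2 release from primary human leukocytes given only a TCR signal (a-CD3 beads) plus compound for 48 hr. Detection used a two-antibody HTRF format read at 665nm.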
# ELG1 DNA repair = qHTS screen for small molecules that inhibit ELG1-dependent DNA repair in human embryonic kidney (HEK293T) cells expressing luciferase-tagged ELG1. hit rate 2.3% among 330,000. Potency, µM (highest dose often 46.1 µM), without a hit: top-dose activity change, negative = inhibition, most hits filed as inhibitors. HEK293T ELG1-luciferase reporter, luminescence, 16 h; DNA damage induced by 5-fluorouridine; note: potency is the fitted concentration of half-maximal effect; % is set by controls: 0 for no effect and ±100 for the full control effect; nearly all actives have a fitted effect of over 55% in size
#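 DMSO vehicle served as the neutral condition. Each well held 2,000 cells given 5-fluorouridine plus compound; after 16 hr at 37 °C/5% CO2, ONE-Glo was added and luciferase measured 30 min later.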
# uPA generation = qHTS for Inhibitors of Cell Surface uPA Generation. hit rate 0.31% among 330,000. cell surface uPA generation assay, qHTS. Potency, µM (top dose mostly 38.3 µM), without a hit: at the highest dose activity change, negative = inhibition, actives largely listed as inhibitors; active = well fitted inhibition curve with a large enough effect; inconclusive = small, poorly fitted or top-dose-only effect; inactive = no such curve, though single readings can be large or run the other way; tested in mouse RAW 264.7 cells; note: potency is the fitted concentration of half-maximal effect; % is set by controls: 0 for no effect and ±100 for the full control effect; nearly all actives have a fitted effect of over 55% in size
# USP2a block = qHTS Assay for Inhibitors of Ubiquitin-specific Protease USP2a Using CHOP2 as the Reporter. Potency, µM (titrated, usually from 38.3 µM), without a hit: at the top dose activity change, negative = inhibition, most hits filed as inhibitors. USP2 core, Ub-CHOP2 coupled fluorogenic reporter, 485/531. hit rate 0.01% among 330,000. Ubiquitin carboxyl-terminal hydrolase 2 (Homo sapiens), O75604. AID 463254, 2010;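 note: potency is the fitted concentration of half-maximal effect; plate controls were DMSO wells for no effect and full inhibition by NEM control for full effect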
#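 USP2 core (10nM final) preincubated 30min RT with compound in 20mM Tris-HCl pH 8.0, 2mM CaCl2, 2mM beta-mercaptoethanol, 0.05% CHAPS; 25nM Ub-CHOP2 plus 25nM reporter substrate added, fluorescence (Ex485/Em531) read after 60min.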
# TSG101-PTAP inh = qHTS Assay for Iinhibitors of HIV-1 Budding by Blocking the Interaction of PTAP/TSG101 | Tumor susceptibility gene 101 protein (Homo sapiens), Q99816 | 340,000 tested, under 10 active | Fluorescence polarization, FITC-PTAP peptide / Tsg101 binding | Potency, µM (titrated, usually from 115 µM), without a hit: top-dose activity change, negative = inhibition, most hits filed as inhibitors | AID 493005, 2010; active = well fitted inhibition curve with a large enough effect in the main read-out, with a control signal flat, not every such curve was filed as active; inconclusive = small, poorly fitted or top-dose-only effect, or effect the other way, or a change in a side signal; inactive = no such curve, though single readings can be large or run the other way; note: potency is the fitted concentration of half-maximal effect; % of control where 0% means no effect
#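 Fluorescence polarization binding of Tsg101 binding domain (10 uM final) to FITC-labeled PTAP peptide (50 nM final) in HEPES pH 7.5 buffer with NaCl, Tween 20, EDTA, TCEP. Compounds added before peptide; binding 20 min at RT.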
# BCR signal inh = qHTS Assay to Find Inhibitors of Chronic Active B-Cell Receptor Signaling; ABC-DLBCL IkBa-CBG/CBR reporter, luminescence ratio, 4 h; Potency, µM (doses to about 46.1 µM), without a hit: at the top dose ratio change, negative = lower green/red ratio, hits mostly inhibitors; AID 493014, 2011; hit rate 0.05% among 340,000; active = well fitted inhibition curve with a large enough effect in the signal ratio, with a control signal flat, not every such curve was filed as active; inconclusive = small, poorly fitted or top-dose-only effect, or effect the other way, or a change in a side signal; the % refers to the signal ratio;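 note: potency is the fitted concentration of half-maximal effect; plate controls were basal doxycycline-induced cells for no effect and cells given 10 µM MG132 for full effect; MG132 reads +100%, hits lower the ratio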
#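 Cell line TMD8 (human ABC DLBCL), stably expressing tet-inducible CBG68-IkBa fusion and CBR; IMDM/0.5% FBS; cpd up to 46 uM; dox induction, 4 h, 37C/5% CO2; dual luminescence; green/red ratio; MG132 control.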
# B2AR arrestin = qHTS assay of beta-arrestin-biased ligands of beta2-adrenergic receptor. Beta-2 adrenergic receptor (Homo sapiens), P07550. Potency, µM (series often up to 46.1 µM), for inactives: at the top dose activation, usual class: activators. beta-arrestin recruitment to beta2AR, cell-based reporter. hit rate 0.02% among 330,000;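 note: potency is the fitted concentration of half-maximal effect; 0% = DMSO controls and full agonism = EC100 isoproterenol or metaproterenol; nearly all actives have a fitted effect of over 65% in size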
# Eya2 inh = qHTS Assay for Inhibitors of the Phosphatase Activity of Eya2. hit rate 0.006% among 330,000. recombinant Eya2, OMFP fluorescence dephosphorylation (OMFP is methylfluorescein phosphate). Potency, µM (highest dose often 76.9 µM), without a hit: top-dose activity, negative = inhibition, hits mostly inhibitors. Protein phosphatase EYA2 (Homo sapiens), O00167; note: potency is the fitted concentration of half-maximal effect; % is set by controls: 0 for no effect and ±100 for the full control effect
# Target sequence (O00167 whole entry, looked up): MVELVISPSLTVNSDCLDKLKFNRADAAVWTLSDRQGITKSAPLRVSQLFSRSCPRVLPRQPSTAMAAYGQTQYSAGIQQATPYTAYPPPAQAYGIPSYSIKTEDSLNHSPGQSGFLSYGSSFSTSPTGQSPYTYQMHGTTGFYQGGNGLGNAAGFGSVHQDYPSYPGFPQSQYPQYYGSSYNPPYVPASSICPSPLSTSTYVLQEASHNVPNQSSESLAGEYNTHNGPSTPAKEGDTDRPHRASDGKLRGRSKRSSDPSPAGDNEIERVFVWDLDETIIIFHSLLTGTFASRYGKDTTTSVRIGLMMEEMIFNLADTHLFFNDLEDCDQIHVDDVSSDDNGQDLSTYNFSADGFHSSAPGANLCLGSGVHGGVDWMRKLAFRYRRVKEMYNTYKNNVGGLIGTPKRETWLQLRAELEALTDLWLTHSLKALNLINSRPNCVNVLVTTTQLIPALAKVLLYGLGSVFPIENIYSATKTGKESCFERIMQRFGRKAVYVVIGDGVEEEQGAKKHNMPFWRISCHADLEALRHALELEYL
#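 Eya2 (0.2 uM) preincubated 10 min at ambient with compound, then OMFP substrate added at 50 uM; 10 min reaction in 50 mM HEPES pH 7.5, 50 mM NaCl, 5 uM MgCl2, 0.05% BSA, 1 mM DTT. Fluorescence read at Ex 485/Em 525 nm.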
# Tb PFK inh = qHTS Assay to Find Inhibitors of T. brucei phosphofructokinase; T. brucei PFK, ADP-Glo luminescence; Potency, µM (titrated, usually from 57.5 µM), inactives show at the highest dose activity, negative = inhibition, actives largely listed as inhibitors; hit rate 0.17% among 330,000;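 note: potency is the fitted concentration of half-maximal effect; 0% = uninhibited 1x PFK enzyme wells and -100% = no-enzyme wells; nearly all actives have a fitted effect of over 60% in size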
# Target sequence (O15648 whole entry, looked up): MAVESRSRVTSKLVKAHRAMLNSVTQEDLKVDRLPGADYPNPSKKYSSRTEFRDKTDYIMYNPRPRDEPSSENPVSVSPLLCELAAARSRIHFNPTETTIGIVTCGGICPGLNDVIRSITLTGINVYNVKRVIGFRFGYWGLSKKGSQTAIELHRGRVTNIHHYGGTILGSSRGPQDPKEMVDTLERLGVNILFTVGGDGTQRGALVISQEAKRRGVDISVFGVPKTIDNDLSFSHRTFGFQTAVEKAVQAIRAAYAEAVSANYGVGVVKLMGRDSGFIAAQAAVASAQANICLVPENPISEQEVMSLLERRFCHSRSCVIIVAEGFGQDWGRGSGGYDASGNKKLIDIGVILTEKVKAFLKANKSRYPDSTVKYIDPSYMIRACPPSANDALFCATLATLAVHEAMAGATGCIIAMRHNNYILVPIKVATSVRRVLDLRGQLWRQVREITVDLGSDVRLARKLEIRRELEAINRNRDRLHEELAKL
#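 Activity is normalized to no-enzyme wells (full inhibition) and 1.25 nM enzyme wells (no inhibition). Reaction: 0.5 mM F6P, 0.1 mM ATP, 45 min RT, ADP-Glo luminescence; concentration-response curves fitted and classed by quality.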
# The depositor's hits bear a star; ? = inconclusive; nt = not tested or not shown; [ ] = another dose, or the depositor's remark. Unless noted, calls come from the whole dose curve; as a rule, active = well fitted curve in the direction sought with a large enough effect; inconclusive = small, poorly fitted or top-dose-only effect, or another doubt; inactive = no such curve, though single readings can be large; an effect the other way counts as inactive or inconclusive. Hits appear at their usual frequency. About 3% of those tested had a hit in this group.
SMILES,Mito fusion act,TSHR antagonist,TCR act,ELG1 DNA repair,uPA generation,USP2a block,TSG101-PTAP inh,BCR signal inh,B2AR arrestin,Eya2 inh,Tb PFK inh
Nc1ncc(Br)cc1S(=O)(=O)NCCC(=O)N1CCN(c2ncccn2)CC1,4%,-21,nt,-7%,2%,2%,-3%,-1%,-0.3%,2%,5%
C/C(=N\NC(=O)c1cc2ccccc2cc1O)c1ccc(C)o1,-5%,14,nt,?,5%,-6%,0%,5%,-0.2%,0%,-15%
CCOC(=O)C1CCCN(Cc2nc3ccc([N+](=O)[O-])cc3c(=O)n2-c2ccc(OC)cc2OC)C1 (configuration not stated),-7%,-6,1%,-10%,12%,0%,0%,1%,0.3%,-7%,-7%
CC(C)Cn1c(-c2cc([N+](=O)[O-])ccc2Cl)nc2c1c(=O)[nH]c(=O)n2Cc1ccccc1,0%,14,0%[46.1 µM],?,1%,1%,0%,?,7.8%,-7%,-2%
CC1=NN(C(N)=S)C(=O)C1N=Nc1c(Cl)cc([N+](=O)[O-])cc1Cl (configuration not stated),-11%,-34,-3%,?,-6%,-2%,-5%,?,-1.0%,9%,-2%
CCC(C)NC(=O)c1csc2c1CCCCC2 (configuration not stated),0%,-9,nt,?,0%,-1%,-6%,-13%,0.2%,-32%,-7%
CCN(CC)CCOc1ccc(Br)cc1,-4%,1,-1%[46.1 µM],16%,5%,0%,0%,7%,-0.3%,4%,8%
O=c1[nH]c(N/N=C/c2cc3c(cc2[N+](=O)[O-])OCO3)nc2ccccc12,1%,1,-7%,10%,-2%,-3%,0%,-6%,-0.2%,-6%,-1%
CCn1c(SCC(=O)NCc2ccco2)nc2c(c1=O)SC(C)C2 (configuration not stated),0%,1,5%,1%,3%,1%,-12%,?,-0.3%,-16%,-18%
COc1ccc(CCN(C)S(=O)(=O)c2ccc(Cl)nc2)cc1OC,1%,-3,-3%,?,-4%,-1%,-1%,4%,-0.5%,0%,3%
CC(=C/C(=O)O)/C(=C/c1ccccc1)C(=O)O,-1%,4,8%[46.1 µM],14%,4%,4%,1%,?,0.1%,7%,-9%
COc1ccccc1NS(=O)(=O)c1cccc(C(=O)NCC(c2ccc(F)cc2)N2CCOCC2)c1 (configuration not stated),-4%,-5,2%,-18%,2%,-1%,-2%,2%,0.3%,12%,0%
COc1ccc(N=C2SC(CC(=O)Nc3ccccc3)C(=O)N2Cc2ccccn2)cc1 (configuration not stated),3%,15,1%,?,-5%,1%,3%,-22%,0.3%,-21%,7%
COc1ccc(NC(=O)CC(C)CC(=O)NCc2ccccc2)c(OC)c1 (configuration not stated),1%,-14,-1%,-8%,33%,0%,-6%,4%,-1.5%,7%,0%
COc1ccc(C2NC(=O)C(C#N)=C(S)N2c2cccc(C)c2)cc1OC (configuration not stated),4%,-6,1%,-7%,0%,1%,-3%,?,0.0%,5%,3%
CCCN(C(=O)CSc1ncnc2sccc12)c1c(N)n(Cc2ccccc2)c(=O)[nH]c1=O,-4%,14,-11%,-1%,10%,0%,-1%,-2%,-0.1%,-3%,0%
CC(=O)Nc1ccc(Oc2ccc(S(=O)(=O)N3CCCC3)cn2)cc1,-2%,-11,3%,2%,17%,2%,-6%,1%,-0.1%,-10%,-3%
Fc1ccc(CNC(=S)NC2CCCC2)cc1,-2%,-4,1%[46.1 µM],-5%,-2%,-1%,-3%,-1%,-1.0%,-9%,-9%
CC(C(=O)NC1CCS(=O)(=O)C1)N1C(=O)/C(=C/c2ccc(Cl)cc2)SC1=S (configuration not stated),7%,-3,8%,?,-20%,2%,2%,?,-1.0%,4%,8%
COc1ccc(C(=O)O)cc1NC(=S)NC(=O)C(c1ccccc1)c1ccccc1,9%,8,15%,1%,-3%,0%,1%,-11%,0.4%,-7%,7%
COc1cc(C(=O)OCC(=O)NCCC2=CCCCC2)ccc1OCC(C)C,-3%,-5,5%,2%,6%,-4%,0%,-16%,-0.2%,-2%,3%
O=C(NCc1ccccn1)c1ccc2c(=O)n3nc(Nc4ccccc4)sc3nc2c1,1%,-5,1%,?,0%,1%,-2%,?,-0.9%,9%,-10%
CC1=C(C(=O)Nc2ccccc2)C(c2ccc(N(C)C)cc2)NC(=O)N1 (configuration not stated),0%,3,0%,?,3%,3%,1%,6%,-0.3%,-30%,4%
COC(=O)CSc1ncnc2c1cnn2-c1ccc(C)cc1C,-2%,-8,nt,-14%,1%,2%,1%,13%,0.1%,-15%,1%
C=CCOc1ccc(/C=N/NC(=O)CC(=O)NC2CCCCC2)cc1,-4%,1,5%,3%,-1%,0%,-1%,6%,0.0%,3%,4%
# Further results.
SMILES,Mito fusion act,TSHR antagonist,TCR act,ELG1 DNA repair,uPA generation,USP2a block,TSG101-PTAP inh,BCR signal inh,B2AR arrestin,Eya2 inh,Tb PFK inh
Cc1c(N=CN2CCOCC2)c(=O)n(C)c(=O)n1C,12%,28,2%,7%,0%,2%,-2%,?,0.1%,3%,-2%
COc1ccc(NC(=O)CSc2nnc(-c3ccco3)c(-c3ccco3)n2)cc1OC,-6%,7,-6%,?,-1%,-6%,0%,-4%,-0.2%,5%,-16%
Cn1cnnc1SCC(=O)c1c(N)n(Cc2ccccc2)c(=O)n(C)c1=O,0%,-10,0%,-1%,-2%,3%,-2%,2%,-0.9%,1%,-3%
COc1ccc(NS(=O)(=O)c2ccc3oc(=O)ccc3c2)cc1,-2%,-11,-1%,0%,-1%,-1%,-3%,0%,0.9%,5%,-1%
Cc1ccc(OCC(=O)c2ccc(Cl)s2)c([N+](=O)[O-])n1,0%,17,5%,13%,nt,2%,-5%,10%,2.9%,-14%,4%
COC(=O)CSC(=S)N1C(C)CCCC1C (configuration not stated),8%,-11,1%,-10%,-11%,-1%,-2%,?,-0.1%,9%,-4%
Cc1ccc(NC(=O)CSc2nnc(Cn3c(=O)sc4ccccc43)n2C)cc1Cl,-3%,-1,-3%[46.1 µM],-1%,-10%,-3%,2%,3%,-0.4%,-1%,-9%
Cc1cc(Nc2ccc(F)cc2C)n2nc(C)nc2n1,-3%,4,5%,5%,7%,3%,-1%,15%,-0.8%,-6%,1%
CNC(=S)NNC(=O)c1sccc1OCc1ccccc1,0%,4,3%,2%,nt,-1%,0%,10%,0.4%,7%,-1%
NC(=O)/C(=N\OC(=O)c1ccco1)c1nc(-c2ccc(Br)cc2)cs1,0%,2,-2%,1%,8%,4%,-4%,5%,-0.5%,-9%,1%
Cc1ccc2c(Cl)cc(Cl)c(OCC(=O)Nc3cc(C)on3)c2n1,-2%,-3,nt,10%,nt,0%,nt,?,0.2%,-6%,0%
COc1cccc(CSc2nc(N)cc(N)n2)c1,8%,-5,0%,21%,2%,-1%,-13%,0%,-0.6%,0%,-2%
CC(=O)N1CCc2c(sc(NC(=O)C3CCN(S(=O)(=O)c4cccs4)CC3)c2C(N)=O)C1,-9%,-2,4%,14%,1%,1%,-7%,?,-0.3%,-7%,-1%
COc1ccc(CNC(=O)c2cnc3scc(C)n3c2=O)cc1,-3%,11,-3%,8%,-7%,1%,0%,?,0.3%,6%,-5%
Cc1ccc(C)c(N2CCN(CCCNC(=O)Cn3cccc3C(=O)c3ccccc3)CC2)c1,-3%,7,0%,?,?,0%,-6%,-15%,-0.2%,0%,3%
O=C(COc1ccc(S(=O)(=O)NCc2ccccc2)cc1)NCc1cccnc1,-8%,-2,0%,-5%,-3%,1%,-2%,4%,0.1%,-7%,-1%
CCc1nc2ccccc2n1CC(=O)Nc1cc(C)on1,-17%,4,0%,?,-1%,0%,-3%,1%,-0.3%,-5%,0%
O=C(Cc1c(F)cccc1Cl)OCN1C(=O)c2ccccc2C1=O,9%,19,0%,11%,2%,0%,1%,-5%,-0.5%,-16%,-6%

# Assay outcomes from PubChem BioAssay.
